U2OS ROS induce – raises reactive oxygen species in U2OS cancer cells | U2OS ROS induction, H2DCF-DA fluorescence | AID 624156 | ROS induction (% of piperlongumine), % at 10 µM | hit rate 2% among 46,000; in the data active means ROS induction above about 79%, passing the limit was not always enough; inconclusive means no clear call, values can overlap the other calls;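 further: 0% = DMSO vehicle median and 100% = reference compound median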
Starred values were filed as active, the others as inactive. Not all compounds are listed; the hit share may differ from the screen's.

Preview:
For Cc1c(NC(=O)COc2cc(Cl)c(Cl)cc2Cl)cccc1-c1nc2ccccc2o1 the results were U2OS ROS induce -9.
C[C@H]1CN([C@@H](C)CO)C(=O)c2cc(NC(=O)Cc3cn(C)c4ccccc34)ccc2O[C@H]1CN(C)Cc1ccc(-c2ccccc2)cc1 was read as U2OS ROS induce 18.

All compounds of this part, from the first entry:
For Cc1c(NC(=O)COc2cc(Cl)c(Cl)cc2Cl)cccc1-c1nc2ccccc2o1 the results were U2OS ROS induce -9.
C[C@H]1CN([C@@H](C)CO)C(=O)c2cc(NC(=O)Cc3cn(C)c4ccccc34)ccc2O[C@H]1CN(C)Cc1ccc(-c2ccccc2)cc1 was read as U2OS ROS induce 18.
`Cc1ccc(S(=O)(=O)N(C)C[C@@H]2Oc3ccc(NS(=O)(=O)c4ccc(Cl)cc4)cc3CC(=O)N([C@H](C)CO)C[C@H]2C)cc1` gave U2OS ROS induce 14.
O=C(CCCCC(=O)N/N=C/c1cc(Br)cs1)NO was read as U2OS ROS induce 1.
`C[C@H]1CN([C@@H](C)CO)C(=O)c2cc(NC(=O)CCC(F)(F)F)ccc2O[C@H]1CN(C)S(=O)(=O)c1ccccc1` gave U2OS ROS induce -1.
`CC(C)(C)c1ccc(S(=O)(=O)CC(O)CSc2nc3c(cc2C#N)CCCC3)cc1` (stereo unspecified) gave U2OS ROS induce 17.
Screening S=C(NCc1csc2ccccc12)NCC1CC1 returned U2OS ROS induce 8.
Cc1noc(C)c1NC(=O)N(C)C[C@H]1Oc2ccc(NC(=O)NC3CCCCC3)cc2CC(=O)N([C@H](C)CO)C[C@H]1C was read as U2OS ROS induce -1.
For C[C@H]1CN([C@@H](C)CO)C(=O)c2cc(NC(=O)c3ccncc3)ccc2O[C@H]1CN(C)Cc1ccncc1 the results were U2OS ROS induce -4.
`Cc1ccc(NC(N)=O)cc1` gave U2OS ROS induce 2.
C[C@H]1CN([C@@H](C)CO)C(=O)Cc2cc(NS(=O)(=O)c3cn(C)cn3)ccc2O[C@H]1CN(C)C(=O)Nc1ccc(F)cc1 was read as U2OS ROS induce 29.
Screening COC(=O)c1ccccc1NC(=O)CN(c1ccc(C)c(Cl)c1)S(C)(=O)=O returned U2OS ROS induce 9.
CC1=C(CO)C(=O)OC([C@@H](C)[C@H]2CCC3C4CC=C5C[C@@H](O[C@@H]6O[C@H](CO)[C@@H](O)[C@H](O)[C@H]6O)C[C@H](O)[C@]5(C)C4CC[C@@]32C)C1 (stereo partly specified) was read as U2OS ROS induce 0.
For Cn1c(SCC(=O)Nc2ccc(C(=O)O)cc2)nnc1-c1ccc(Cl)cc1Cl the results were U2OS ROS induce -12.
For C[C@H]1CN([C@@H](C)CO)C(=O)Cc2cc(NS(=O)(=O)c3ccc(F)cc3)ccc2O[C@H]1CN(C)Cc1ccccc1 the results were U2OS ROS induce 5.
Screening COC(=O)CCCCCCC(=O)N/N=C/c1ccc[nH]1 returned U2OS ROS induce 18.
`Cc1onc(-c2ccccc2)c1C(=O)Nc1cccc2nsnc12` gave U2OS ROS induce 5.
For C[C@@H]1CN([C@H](C)CO)C(=O)c2cccc(NC(=O)C3CCOCC3)c2O[C@H]1CN(C)Cc1ccccc1 the results were U2OS ROS induce 9.
`Cc1cccc(C)c1OCC(=O)Nc1sc(C)c(C)c1C(N)=O` gave U2OS ROS induce 2.
Cc1ccc(S(=O)(=O)N(C)CC(=O)Nc2ccccc2Sc2ccccc2)cc1 was read as U2OS ROS induce -3.
`CCCNC(=O)[C@H]1O[C@@H]1C(=O)N[C@H](C(=O)N1CCC[C@H]1C(=O)OC)C(C)CC` (stereo partly specified) gave U2OS ROS induce 7.
For C[C@H]1CN([C@@H](C)CO)C(=O)c2cccc(NC(=O)C3CCOCC3)c2O[C@H]1CN(C)C(=O)Nc1cccc2ccccc12 the results were U2OS ROS induce -10.
COc1cc([C@H]2OC[C@H]3[C@@H]2CO[C@@H]3c2ccc(O)c(OC)c2)ccc1O was read as U2OS ROS induce -8.
For CC(=O)c1cccc(NC(=S)N2CCN(CCN3C(=O)c4cccc5cccc(c45)C3=O)CC2)c1 the results were U2OS ROS induce 12.
Screening C[C@@H]1CN([C@@H](C)CO)C(=O)Cc2cc(NC(=O)Cc3cn(C)c4ccccc34)ccc2O[C@@H]1CN(C)S(=O)(=O)c1ccc(Cl)cc1 returned U2OS ROS induce 64.
`O=C(CSc1nc2ccccc2c(=O)[nH]1)Nc1ccc2ccccc2c1` gave U2OS ROS induce 1.
`C[C@@H]1CN([C@H](C)CO)C(=O)Cc2cc(NS(=O)(=O)c3ccc(F)cc3)ccc2O[C@@H]1CN(C)Cc1ccc(Cl)c(Cl)c1` gave U2OS ROS induce 56.
O=C(NC1CCCC1)C1CCN(S(=O)(=O)c2ccc3nc(-c4ccccc4)[nH]c3c2)CC1 was read as U2OS ROS induce 3.
Cc1c(C(=O)Nc2ccccc2)cc(-c2ccccc2)n1-c1ccccc1 was read as U2OS ROS induce -6.
`Cc1ccc(S(=O)(=O)c2ccc(C)cc2)cc1` gave U2OS ROS induce -1.
For C[C@H]1CN([C@@H](C)CO)C(=O)Cc2cc(NS(=O)(=O)c3ccccc3)ccc2O[C@@H]1CN(C)C(=O)Nc1ccc(C(F)(F)F)cc1 the results were U2OS ROS induce -14.
For COc1cc(O)c(C(=O)c2c(O)cc(C)cc2O)c(C(=O)O)c1 the results were U2OS ROS induce -6.
For C[C@H](CO)N1C[C@H](C)[C@@H](CN(C)S(=O)(=O)c2ccc(F)cc2)Oc2ccc(NS(=O)(=O)c3ccc(F)cc3)cc2C1=O the results were U2OS ROS induce 41.
For O=C(Cn1cnc([N+](=O)[O-])n1)Nc1ccc(Cl)cc1C(F)(F)F the results were U2OS ROS induce -8.
Screening C[C@@H]1CN([C@@H](C)CO)C(=O)CCCn2cc(nn2)CO[C@@H]1CN(C)Cc1ccc2c(c1)OCCO2 returned U2OS ROS induce 7.
For C[C@H](CO)N1C[C@H](C)[C@H](CN(C)C(=O)Nc2ccc(C(F)(F)F)cc2)Oc2c(NC(=O)Nc3cccc4ccccc34)cccc2C1=O the results were U2OS ROS induce 39.
`CCc1ccc(-n2nc3ccc(NC(=O)c4ccccc4Br)cc3n2)cc1` gave U2OS ROS induce 12.
COc1ccc(-n2c(SCC(=O)Nc3ccc(Cl)cc3C)nnc2-c2ccccc2F)cc1 was read as U2OS ROS induce 2.
For COc1ccc(NC(=O)N(C)C[C@H]2Oc3ccc(NS(=O)(=O)c4cn(C)cn4)cc3CC(=O)N([C@@H](C)CO)C[C@H]2C)cc1 the results were U2OS ROS induce -4.
COc1ccc(CN(C)C[C@@H]2Oc3c(NS(C)(=O)=O)cccc3C(=O)N([C@@H](C)CO)C[C@H]2C)cc1 was read as U2OS ROS induce -4.
For COCCCNC(=O)[C@@]1(Cc2ccccc2I)c2ccccc2C(=O)N(Cc2ccccc2OC)[C@H]1c1ccc(CO)cc1 the results were U2OS ROS induce 48.
For COc1ccc(CCN(Cc2ccccn2)S(=O)(=O)c2ccc(C(C)(C)C)cc2)cc1OC the results were U2OS ROS induce 30.
For C[C@@H]1CN([C@H](C)CO)C(=O)CCCn2cc(nn2)CO[C@H]1CN(C)Cc1ccc(O)cc1 the results were U2OS ROS induce -23.
`Cc1noc(C)c1S(=O)(=O)Nc1ccc2c(c1)CC(=O)N([C@H](C)CO)C[C@@H](C)[C@H](CN(C)Cc1ccc(-c3ccccc3)cc1)O2` gave U2OS ROS induce inconclusive.
`C[C@@H]1CN([C@@H](C)CO)C(=O)c2cc(NC(=O)CCCCCC(=O)Nc3ccccc3N)ccc2O[C@@H]1CN(C)C(=O)Nc1ccc(F)cc1` gave U2OS ROS induce 32.
For COc1cccc(NC(=O)Cn2c(=O)c3cccn3c3ccccc32)c1 the results were U2OS ROS induce -11.
`O=C(NO)c1ccc(C(=O)N/N=C/c2ccc(OCCO)cc2)cc1` gave U2OS ROS induce -1.
Cc1ccc(S(=O)(=O)Nc2ccc3c(c2)C(=O)N([C@H](C)CO)C[C@@H](C)[C@@H](CN(C)C(=O)Nc2cccc4ccccc24)O3)cc1 was read as U2OS ROS induce 12.
For CC(C)n1c2ccccc2c2nnc(SCCCC(=O)c3ccc(F)cc3)nc21 the results were U2OS ROS induce 7.
For C[C@@H]1CN([C@@H](C)CO)C(=O)Cc2cc(NC(=O)Cc3ccccc3)ccc2O[C@@H]1CN(C)C(=O)Nc1ccc2c(c1)OCO2 the results were U2OS ROS induce 1.
Screening C[C@@H]1CN([C@@H](C)CO)C(=O)c2cccc(NS(=O)(=O)c3cn(C)cn3)c2O[C@H]1CN(C)Cc1ccc(C(=O)O)cc1 returned U2OS ROS induce -9.
Screening C[C@H]1CN([C@@H](C)CO)C(=O)c2cc(NC(=O)Nc3ccc(C(F)(F)F)cc3)ccc2O[C@H]1CN(C)Cc1ccc(C(F)(F)F)cc1 returned U2OS ROS induce 2.
NS(=O)(=O)c1ccc(NC(=S)Nc2nn(Cc3ccc(Cl)cc3Cl)cc2Cl)cc1 was read as U2OS ROS induce 17.
`C[C@H](CO)N1C[C@H](C)[C@H](CN(C)S(=O)(=O)c2ccc(-n3cccn3)cc2)OCc2cn(nn2)CCCC1=O` gave U2OS ROS induce -25.
O=C1CSC(c2ccccc2)N1CCc1ccccc1 (stereo unspecified) was read as U2OS ROS induce 39.
Screening O=C(N/N=C/c1cccc(B(O)O)c1)c1ccccc1O returned U2OS ROS induce -9.
For C[C@H](CO)N1C[C@H](C)[C@@H](CN(C)C(=O)C2CCCCC2)OCc2cn(nn2)CCCC1=O the results were U2OS ROS induce 7.
For C[C@H](CO)N1C[C@H](C)[C@@H](CN(C)Cc2ccc3c(c2)OCO3)Oc2ccc(NC(=O)C3CCCCC3)cc2C1=O the results were U2OS ROS induce 59.
NC(=S)Nc1ccc(C(F)(F)F)cc1Cl was read as U2OS ROS induce -6.
For CCC(C)OC(=O)CSc1ncnc2sc3c(c12)CCC(C)C3 (stereo unspecified) the results were U2OS ROS induce -5.

5 compounds from above, arranged by SMILES length, highest first:
For C[C@H]1CN([C@@H](C)CO)C(=O)Cc2cc(NS(=O)(=O)c3ccc(F)cc3)ccc2O[C@H]1CN(C)Cc1ccccc1 the results were U2OS ROS induce 5.
For C[C@H](CO)N1C[C@H](C)[C@@H](CN(C)C(=O)C2CCCCC2)OCc2cn(nn2)CCCC1=O the results were U2OS ROS induce 7.
For Cn1c(SCC(=O)Nc2ccc(C(=O)O)cc2)nnc1-c1ccc(Cl)cc1Cl the results were U2OS ROS induce -12.
`O=C(NO)c1ccc(C(=O)N/N=C/c2ccc(OCCO)cc2)cc1` gave U2OS ROS induce -1.
`Cc1onc(-c2ccccc2)c1C(=O)Nc1cccc2nsnc12` gave U2OS ROS induce 5.

Additional results.
For Cc1n[nH]c(C)c1C(=O)CC1(O)C(=O)N(Cc2ccccc2)c2ccccc21 (stereo unspecified) the results were U2OS ROS induce -3.
For Cc1cccc(OCC(=O)Nc2c[nH]c(=O)[nH]c2=O)c1C the results were U2OS ROS induce 56.
O=C(Nc1sccc1C(=O)N1CCOCC1)c1cc2ccccc2oc1=O was read as U2OS ROS induce 0.
`Cc1nc2nc[nH]n2c(=O)c1NS(=O)(=O)c1cccs1` gave U2OS ROS induce -11.
Screening Cn1c2c(c3cc(C4CCCCC4)ccc31)C(=O)CCC2 returned U2OS ROS induce 16.
O=c1n(Cc2ccccc2)c2ccccc2n1Cc1ccccc1 was read as U2OS ROS induce inconclusive.
Screening COc1cc([N+](=O)[O-])cc(CN2CCN(CCO)CC2)c1O returned U2OS ROS induce -8.
Screening O=C(CCCCCCC(=O)Nc1ccccc1O)N/N=C/c1cc(Br)cs1 returned U2OS ROS induce 22.
`COc1ccc(-c2nc(C#N)c(N3CCN(C)CC3)o2)cc1` gave U2OS ROS induce -10.
`C[C@H](CO)N1C[C@H](C)[C@@H](CN(C)S(=O)(=O)c2ccc3c(c2)OCCCO3)OCc2cnnn2CCCC1=O` gave U2OS ROS induce 57.
For C[C@H]1CN([C@@H](C)CO)C(=O)c2cccc(NS(=O)(=O)c3ccccc3)c2O[C@H]1CN(C)S(=O)(=O)c1cn(C)cn1 the results were U2OS ROS induce -7.
Screening C[C@@H]1CN([C@@H](C)CO)C(=O)c2cc(NC(=O)CCC(F)(F)F)ccc2O[C@H]1CN(C)C(=O)Nc1ccc(F)cc1 returned U2OS ROS induce -6.
O=C(CCc1nc(-c2ccccc2F)no1)NC1CCCCC1 was read as U2OS ROS induce 0.
For Cn1c(SCc2nc(-c3cccs3)no2)nnc1-c1ccco1 the results were U2OS ROS induce -32.
CNC[C@@H]1Oc2ccc(N(C)C)cc2CC(=O)N([C@@H](C)CO)C[C@@H]1C was read as U2OS ROS induce -5.
Screening O=C(NCc1ccccc1)c1ccc2c(c1)N(Cc1ccccc1)CCS2 returned U2OS ROS induce 6.
O=C(c1cc2ccccc2oc1=O)N1N=C(c2ccccc2)CC1c1ccccc1 (stereo unspecified) was read as U2OS ROS induce -7.
Screening C[C@@H]1CN([C@H](C)CO)C(=O)Cc2cc(NS(=O)(=O)c3ccc(Cl)cc3)ccc2O[C@H]1CN(C)C(=O)NC1CCCCC1 returned U2OS ROS induce 3.
For COc1ccc(NC(=O)N(C)C[C@@H]2Oc3c(NC(=O)c4ccncc4)cccc3C(=O)N([C@@H](C)CO)C[C@H]2C)cc1 the results were U2OS ROS induce -6.
Screening COc1ccc(NC(=O)Nc2ccc3c(c2)C(=O)N([C@H](C)CO)C[C@H](C)[C@H](CN(C)S(=O)(=O)c2ccc(F)cc2)OCCCC[C@@H](C)O3)cc1 returned U2OS ROS induce 18.

High-throughput results: PubChem BioAssay, Broad Institute
